Insulin prom inh = TRM-6 insulin promoter activity inhibition. TRM-6 cells (human fetal islet line), insulin promoter-eGFP reporter, imaging; reporter expression induced with tamoxifen. inhibition, % at 2 µM. 130,000 compounds, 0.9% hits. AID 1273;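 active = inhibition above the mean plus 3 SD, with well images judged a real hit on visual review, cut at about 60% in these data, passing the limit was not always enough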
SDO1 yeast rescue = compounds rescuing growth of sdo1-depleted yeast, bone marrow failure model; S. cerevisiae sdo1-depleted JHY4D growth rescue, OD600 30 h; stronger effect = higher value; pdr5 snq2 efflux-pump mutant strain; z-score at 10 µM; 140,000 compounds, 0.21% hits; AID 817;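 active = z-score above 3 at both the 24 hr and the 30 hr optical density reads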;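 also: z-score against mean and SD of all compound wells on the same plate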
SDO1 yeast rescue Rescue 24 h = recorded beside SDO1 yeast rescue, whose call it bears; z-score; S. cerevisiae sdo1-depleted JHY4D growth rescue, OD600; measured here: growth rescue at 24 h;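 0 is the plate mean of compound wells and units are plate SD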
The depositor's hits bear a star; . = no result given.

Insulin prom inh | SDO1 yeast rescue | SDO1 yeast rescue Rescue 24 h | Compound
-25 | . | . | CC1CN(C(=O)c2ccccc2Nc2ccc(SC(F)F)cc2)CC(C)O1 (stereo not given)
20 | . | . | Cc1ccc(-c2nc3c(c(=O)[nH]c(=O)n3Cc3ccccc3)n2Cc2ccccc2)o1
-32 | 0.84 | 0.11 | Fc1nc(N2CCCC2)c(F)c(Oc2ccccc2Oc2c(F)c(F)nc(N3CCCC3)c2F)c1F
. | -0.24 | -0.88 | CN1CCN(CCNC(=O)c2cc3c(=O)n(C)c4ccccc4c3n2C)CC1
7 | . | . | CC1(C)CN(c2cccc(C#N)c2)C1=O
-23 | 0.95 | 1.4 | COc1ccc(-c2noc(CCCC(=O)Nc3ccc(C(N)=O)cc3)n2)cc1
6 | -0.17 | -1 | COc1ccc(S(=O)(=O)N2C3CCC2CC(NC(=O)C2CC2)C3)cc1 (stereo not given)
. | -0.07 | -0.54 | COc1ccc(-n2c(-c3cccc(OC)c3)nc(=S)c3c2CCCC3)cc1
22 | . | . | COc1cccc(C2c3[nH]c4ccccc4c3CCN2Cc2cccn2-c2ncccn2)c1 (stereo not given)
50 | -2.3 | -1.4 | COc1cccc(N2CCN(c3ncnc4c3[nH]c3ccc(F)cc34)CC2C)c1 (stereo not given)
-27 | . | . | COc1ccc(CCNC(=O)C(=O)NCc2ccc(Cl)cc2)cc1OC
-68 | -2.2 | -1.3 | Cc1ccc(C(=O)CSc2nnc(CNc3nc(-c4ccccc4)cs3)n2C)cc1
-64 | -0.18 | -0.55 | O=C(Nc1ccc2c(c1)OCCO2)C1CCN(S(=O)(=O)c2cccs2)CC1
-32 | 1.6 | 0.75 | Cc1ccc(C)c(C(=O)NC2CC(C)(C)NC(C)(C)C2)c1
0 | 2.5 | 2.8 | O=C(c1ccccc1)N1CCN(c2ccc([N+](=O)[O-])c(NCc3cccnc3)c2)CC1
-14 | -2.2 | -1.4 | Cc1ccc(C(=O)/C=C/c2ccc3c(c2)OCO3)o1

The last 2 records of the part above open the next one.
Insulin prom inh | SDO1 yeast rescue | SDO1 yeast rescue Rescue 24 h | Compound
0 | 2.5 | 2.8 | O=C(c1ccccc1)N1CCN(c2ccc([N+](=O)[O-])c(NCc3cccnc3)c2)CC1
-14 | -2.2 | -1.4 | Cc1ccc(C(=O)/C=C/c2ccc3c(c2)OCO3)o1
-31 | 0.25 | -0.01 | CC(C)c1nc(SCC(=O)Nc2ccc3c(c2)OCO3)n[nH]1
. | 0.22 | 0.35 | CCn1ccnc1C(O)c1ccc(N(C)C)cc1 (stereo not given)
-105 | -1.2 | -0.99 | C=C1C(=O)[C@@]23[C@H](O)C[C@@H]4C(C)(C)CC[C@H](O)[C@@]4(C)[C@@H]2CC[C@@H]1[C@H]3O
-2 | 0.29 | -0.3 | CNS(=O)(=O)c1cccc(C(=O)Nc2cccnc2)c1
-37 | 0.5 | 0.59 | COc1ccccc1Nc1nnc(SCc2cc(=O)n3cc(C)ccc3n2)s1
. | 0.12 | -0.38 | N#Cc1cc(N)c(Nc2ccccc2)cc1C#N
-27 | 0.64 | -0.4 | COc1ccc(/C=N\NC(=O)CNC(=O)C(c2ccccc2)c2ccccc2)cc1[N+](=O)[O-]
55 | -0.83 | -1 | O=[N+]([O-])c1cc(-c2n[nH]c(-c3ccccc3)n2)cc([N+](=O)[O-])c1
-4 | -0.14 | 0.59 | COC(=O)C(=Cc1ccc(OCc2ccc([N+](=O)[O-])cc2)c(OC)c1)C(=O)OC
0 | . | . | CC(=O)C1=C(O)C(=O)N(CCC(=O)O)C1c1ccccc1[N+](=O)[O-] (stereo not given)
8 | 0.63 | 1.3 | COc1cccc(OC)c1/C(O)=C(\C#N)c1nc2ccccc2[nH]1
24 | 0.64 | -0.03 | CCOC(=O)NC(=O)CSc1nc2ccc(OCC)cc2[nH]1
-7 | -0.98 | -0.34 | Cc1cc(C)n(S(=O)(=O)/C=C/c2ccccc2)n1
9 | -0.5 | -0.45 | CCn1c(COc2ccccc2C)nnc1SCC(=O)NCc1ccccc1
0 | 0.09 | -0.75 | CN1CCN(S(=O)(=O)c2cccc(C(=O)N(c3ccccn3)C3CCCCC3)c2)CC1
. | 0.24 | -0.1 | Cc1noc(C)c1CSCC(=O)N1CCN(c2ccc(F)cc2)CC1
-16 | -1.4 | -2.1 | O=C(NC1=NCCS1)c1sc2ccccc2c1Cl
-68 | -0.7 | 1 | COc1ccc(NC2=NC(=S)N(c3ccc(C)cc3)C23CCCCC3)cc1
. | -1.3 | -1 | C1CCC(c2nn3c(-c4n[nH]c5c4CCC5)nnc3s2)CC1
29 | . | . | S=c1nc(SCc2ccccc2)[nH]c2ccccc12
-33 | -0.75 | -0.3 | CCN(CC)C(=O)c1sc(N)c(C(=O)OC(C)C)c1C
10 | -0.31 | -0.69 | CC(=O)Oc1ccc(N(C(C)=O)S(=O)(=O)c2cccs2)c2ccccc12
. | -0.15 | 1.6 | COc1ccc(-n2c(SCC(=O)Nc3ccccc3)nc3c(c2=O)SCC3)cc1
. | -1 | -1.1 | COc1ccc(-c2nn(-c3ccccc3)cc2CNC(=O)c2cccc([N+](=O)[O-])c2)cc1
-45 | 0.9 | -0.03 | CCOC(=O)C1(C(=O)O)NC(=O)CC1c1ccccc1 (stereo not given)
-31 | 0.05 | 1 | Cc1ccc2cc(CN(Cc3cccs3)C(=O)c3ccco3)c3nnnn3c2c1C
-206 | -0.68 | 0.84 | CC(C)(C)c1cc(NC(=O)CCSc2nnc3ccccn23)cc(C(C)(C)C)c1
. | -0.06 | -0.45 | N/C(=N\OC(=O)N1CCOCC1)c1ccccc1
-13 | 0.79 | 0.19 | Cc1cc(=O)[nH]c(SCC(=O)Nc2cccc3ccccc23)c1C#N
79* | 0.2 | 0.03 | COc1cc(Cl)ccc1NC(=O)COc1ccccc1C(=O)N1CCN(c2ccc(O)cc2)CC1
0 | -1.3 | -0.91 | Fc1ccc(C2=Nn3c(Cc4ccccc4F)nnc3SC2)cc1
. | -1.6 | -1.6 | Cc1ccccc1-c1nnc(SCc2ccccc2F)o1
-7 | 0.39 | 0.81 | Cc1cc(C(=O)OCC(=O)NC(C)(C)C)c2ccccc2n1
. | 0.41 | 0.58 | CN(C)c1nc(-c2ccccc2)c2cnn(Cc3ccccc3)c2n1
. | -0.23 | -0.34 | CCCCCCC(=O)Nc1ccc(C(=O)N/N=C/c2cccnc2)cc1
. | -1.2 | -0.94 | CC(C)CCn1c(CN(C)Cc2ccccc2)nc2c1c(=O)n(C)c(=O)n2C
-7 | . | . | COc1ccc(-c2nc3c4ccccc4ccn3c2CN2CCCCC2)cc1
31 | . | . | N#CCCn1cc(C(=O)N2CCOCC2)c(-c2ccc3c(c2)OCCO3)n1
-33 | 0.6 | 0.02 | CCOC(=O)/C(N=Nc1cc(C(=O)O)cc(C(=O)O)c1)=C(\O)CCl
-82 | . | . | O=C(Nc1ccc(N2CCCCC2)cc1)c1ccccn1
. | 1.2 | 2.2 | CCOc1ccccc1N=C1SC(CC(=O)Nc2ccc(OC)cc2OC)C(=O)N1CCC1=CCCCC1 (stereo not given)
-4 | 0.77 | 0.37 | CC1CCN(c2ccc(/C=N\Nc3nncn3N)cc2[N+](=O)[O-])CC1
. | -0.03 | 1 | CC(=O)Nc1nnc(SCC(=O)c2ccc3c(c2)Cc2ccccc2-3)s1
-29 | -0.23 | -0.24 | FC(F)(F)c1cc(-c2ccco2)nc(NCc2ccco2)n1
-39 | -0.96 | -1.4 | O=C(Oc1ccccc1N1C(=O)C2CCCCC2C1=O)c1ccccc1 (stereo not given)
-29 | 0.38 | 0.24 | O=C(NCCc1ccccc1)C1CCCN(S(=O)(=O)c2cccc3nonc23)C1 (stereo not given)
21 | -0.38 | 0.35 | Cn1cnnc1SCC(=O)Nc1sc2c(c1C(N)=O)CCC2
-28 | 0.61 | -0.5 | Cc1ccc(-n2ncc3c(NCCCN4CCCC4=O)ncnc32)c(C)c1

The last five records of the part above open the next one.
Insulin prom inh | SDO1 yeast rescue | SDO1 yeast rescue Rescue 24 h | Compound
-29 | -0.23 | -0.24 | FC(F)(F)c1cc(-c2ccco2)nc(NCc2ccco2)n1
-39 | -0.96 | -1.4 | O=C(Oc1ccccc1N1C(=O)C2CCCCC2C1=O)c1ccccc1 (stereo not given)
-29 | 0.38 | 0.24 | O=C(NCCc1ccccc1)C1CCCN(S(=O)(=O)c2cccc3nonc23)C1 (stereo not given)
21 | -0.38 | 0.35 | Cn1cnnc1SCC(=O)Nc1sc2c(c1C(N)=O)CCC2
-28 | 0.61 | -0.5 | Cc1ccc(-n2ncc3c(NCCCN4CCCC4=O)ncnc32)c(C)c1
36 | -0.83 | 0.67 | O=C(Nc1nnc(Cc2ccc(Cl)cc2)s1)c1ccco1
-26 | 0 | -0.12 | COc1ccc([N+](=O)[O-])cc1NC(=O)c1cn(-c2ccc(C)c(C)c2)c(=O)c2ccccc12
33 | 0.91 | 0.07 | O=C(Nc1nccs1)c1ccc(Cl)cc1[N+](=O)[O-]
. | 1.3 | 0.24 | CSc1n[nH]c(NC2=CC(=O)CCC2)n1
-12 | -0.31 | -0.5 | CC(=O)N1c2c(cc(Br)cc2S(=O)(=O)NCc2ccc3c(c2)OCO3)CC1C (stereo not given)
6 | -1.1 | -1.5 | C/C(=N\Nc1ccc([N+](=O)[O-])cc1)c1ccc(N)cc1
. | 0.2 | -0.5 | CC(C)CNS(=O)(=O)c1ccc(S(=O)(=O)N2CCCN(Cc3ccccc3)C2)cc1
. | 1.1 | 1.1 | COC(=O)N/N=C(\C)c1ccc(OC(F)F)cc1OC(F)F
29 | . | . | CC(=O)N1CCc2ccccc2C1CC(=O)O (stereo not given)
-3 | 0.72 | 1.1 | COCc1nnc(NC(=O)CCSc2ccccc2)s1
5 | 0.95 | -0.18 | CC(C)(C)n1nnnc1CN1CCN2CCCC2C1 (stereo not given)
27 | 0.79 | 0.69 | CN(C)C(=O)COc1ccc2cc(-c3ccccc3)c(=O)oc2c1
-21 | 0.12 | -0.51 | COc1ccc(OCC(=O)Nc2ccc(C)cc2)cc1
-3 | 0.29 | 0.32 | O=C(OCCN1C(=O)c2ccccc2C1=O)c1cc(S(=O)(=O)N2CCOCC2)ccc1F
48 | -0.68 | -1.1 | Cc1cccc(N2C(=O)CC(NNc3nc4ccccc4s3)C2=O)c1 (stereo not given)
. | 0.61 | 0.23 | CCOC(=O)N1CCN(C(=S)NC2CCCCC2)CC1
-144 | 0.81 | 0.4 | CCCCC(=O)Nc1nnn(CCC)n1
11 | . | . | N#C/C(=C/c1cn(CC(=O)O)c2ccccc12)C(=O)Nc1ccccc1
19 | -0.42 | 0.32 | CCOc1ccc(OCC)c(NC(=O)CN2CCN(c3cccc(C)c3C)CC2)c1
17 | . | . | COCCNc1nnc(SCC(=O)NNC(=O)c2ccccc2)s1
. | -1.2 | -0.35 | O=C(NC1CCCCC1)c1cnn2c(C(F)(F)F)cc(-c3ccco3)nc12
22 | . | . | CCOC(=O)n1c(=O)n(Cc2ccc(F)cc2)c2ccccc21
14 | -1.2 | -0.69 | Cc1ccc(-n2c(=O)[nH]c3c(C(N)=O)nc(-c4ccc(C)o4)nc32)cc1
. | -0.48 | 0.57 | O=C(C1CCN(S(=O)(=O)c2cccc3cccnc23)CC1)N1CCc2ccccc21
. | 0.17 | -0.59 | O=C(CCNS(=O)(=O)c1ccc2c(c1)CCC(=O)N2)NCc1ccc2c(c1)OCO2
-87 | . | . | Cc1cc(SCC(=O)c2ccc(O)c(O)c2)nc2ccccc12
17 | . | . | COCCn1c(SCC(=O)NC2CCCC2)nc2cccnc21
-15 | . | . | NC(=O)CCn1ccc2ccccc21
. | -1.5 | -0.94 | CCCc1ccc(-c2cc(C(=O)NC3=NCCS3)c3ccccc3n2)cc1
-47 | -0.02 | -0.48 | CC(C)(C)C(=O)NC(=S)Nc1ccc(F)cc1
17 | 0.1 | -0.25 | CCNC(=O)CCSc1nnc(-c2ccco2)o1
0 | 0.57 | 0.02 | Cc1c(C(=O)N2CCc3ccccc32)cnn1C
-70 | 0.63 | 1.1 | O=[N+]([O-])c1cccc(-c2nnc3ccc4ccccc4n23)c1
9 | -0.02 | -0.62 | CN(c1ccc(C(=O)Nc2ccc3c(c2)OCCO3)cc1)S(C)(=O)=O
6 | 1.1 | 1.8 | Cc1ccc(N(C(C)C(=O)N2CCC(C)CC2)S(C)(=O)=O)cc1C (stereo not given)
-10 | . | . | COCCn1c(NCc2ccco2)nc2c1c(=O)[nH]c(=O)n2C
13 | -0.39 | -1.2 | CCN(CC(=O)NCCc1ccc(S(N)(=O)=O)cc1)Cc1nc2cc(OC)c(OC)cc2c(=O)[nH]1
. | 0.48 | 0.63 | COc1cc2c(cc1NC(=O)c1cccc([N+](=O)[O-])c1C)oc1ccccc12
-17 | . | . | O=c1[nH]c(CSc2nnnn2-c2ccc(Cl)cc2)nc2ccccc12
. | 0.68 | -0.14 | Cc1cccc(Nc2ncnc3nc[nH]c23)c1
22 | . | . | Cc1cc(C(F)(F)F)nn1CC(=O)NCc1ccco1
. | -0.52 | -0.14 | c1ccc2c(c1)nc1n2CCN1CCNC1CCCCC1
-22 | 1.9 | 2.9 | Cc1cc(OCC(=O)NCCO)cc(C)c1Cl
. | -2.6 | -1.8 | COc1cc(CNCCc2c[nH]c3ccccc23)ccc1OCc1ccccc1F
32 | 0.74 | 0.13 | O=C(Cn1cnc2ccccc2c1=O)N1CCN(Cc2ccccc2)CC1
. | -0.51 | -1.1 | CCOc1ccccc1NC(=O)CC1NCCNC1=O (stereo not given)
19 | . | . | Cc1ccc(S(=O)(=O)N2CCN(c3ccccc3)CC2)cc1C(N)=O
. | -2 | -1.6 | CCOc1cc(CNCCSc2nnnn2C)cc(Br)c1OCc1ccc(F)cc1
. | 0.07 | 0.06 | Cc1ccccc1NC(=O)c1ccc(S(=O)(=O)N(C)C)cc1
-47 | . | . | Cc1ccc(NC(=O)c2ccc([N+](=O)[O-])o2)c(C)c1

The list is partial. The share of hits here may be higher or lower than overall.
